Assay outcomes from PubChem BioAssay.
TrxR1 inh: rat TrxR1 inhibition | recombinant rTrxR1, NADPH fluorescence consumption, selenite substrate | Potency, µM (doses to about 114 µM), for inactives: at the top dose activity change, negative = inhibition, actives largely listed as inhibitors | 390,000 compounds, 1% hits; further: potency means the concentration at half of the fitted maximal effect; on the % scale 0 is the no-effect control and ±100 the full control effect; nearly all actives have a fitted effect of over 65% in size
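Rat TrxR1 (90 nM in the dispensed reagent) was pre-reduced with 400 uM NADPH for 5 min at room temperature, then incubated with compound for 15 min. After 400 uM selenite was added, NADPH fluorescence (Ex 340/Em 450 nm) was followed for 8 min.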
HP1b binding inh: inhibitors of HP1-beta chromodomain binding to methylated histone tails. 390,000 compounds, 0.56% hits. Potency, µM (doses to about 114 µM), inactives show at the highest dose activity change, negative = inhibition, hits mostly inhibitors. P83916. AlphaScreen HP1-beta / biotin-H3K9me3 peptide binding; further: potency means the concentration at half of the fitted maximal effect; nearly all actives have a fitted effect of over 70% in size; inactives centre near 23
Target sequence (P83916 whole entry, looked up): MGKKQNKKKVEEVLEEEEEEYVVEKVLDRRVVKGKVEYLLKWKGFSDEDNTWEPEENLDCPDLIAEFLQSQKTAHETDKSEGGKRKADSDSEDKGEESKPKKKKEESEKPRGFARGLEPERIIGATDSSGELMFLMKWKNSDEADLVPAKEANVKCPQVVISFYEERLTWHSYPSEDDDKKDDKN
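AlphaScreen: HP1-beta (50 nM) preformed 30 min with biotin-H3(1-18)K9me3 peptide (50 nM) in PBS pH 7.4, 0.01% Tween-20. Compound added for 30 min at RT, then streptavidin donor/nickel chelate acceptor beads (10 ug/mL) for 30 min.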
Pin1 inh: blocks the human prolyl isomerase Pin1 | 390,000 compounds, 0.009% hits | Potency, µM (highest dose often 115 µM), for inactives: at the highest dose activity, negative = inhibition, most hits filed as inhibitors | Q13526 | AID 504891 | Pin1 FP peptide displacement, HiFluor488, 10 min; active means well fitted inhibition curve with a large enough effect in the polarisation, with a control signal flat, not every such curve was filed as active; inconclusive means small, poorly fitted or top-dose-only effect, or effect the other way, or a change in a side signal; inactive means no such curve, though single readings can be large or run the other way; the % refers to the polarisation; further: potency means the concentration at half of the fitted maximal effect; on the % scale 0 is the no-effect control and ±100 the full control effect
Target sequence (Q13526 whole entry, looked up): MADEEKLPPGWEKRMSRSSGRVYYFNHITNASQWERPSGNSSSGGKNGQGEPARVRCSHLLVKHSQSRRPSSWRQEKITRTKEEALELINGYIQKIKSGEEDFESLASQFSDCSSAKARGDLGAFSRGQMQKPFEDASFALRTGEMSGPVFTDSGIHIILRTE
IDH1 R132H inh: blocks human mutant IDH1 R132H enzyme | O75874 | IDH1-R132H enzyme, NADPH consumption, diaphorase/resazurin fluorescence | Potency, µM (highest dose often 76.6 µM), for inactives: at the top dose activity change, negative = inhibition, actives largely listed as inhibitors | 390,000 compounds, 0.093% hits; further: potency means the concentration at half of the fitted maximal effect; on the % scale 0 is the no-effect control and ±100 the full control effect; nearly all actives have a fitted effect of over 65% in size
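IDH1-R132H (0.5 ug/mL) preincubated 30 min with compound, then NADPH (0.016 mM) and alpha-KG (2 mM) added; 80 min at RT, pH 7.5. Remaining NADPH coupled via diaphorase/resazurin to fluorescence (540/590 nm); concentration-response curves normalized to no-enzyme control.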
PI4K2A block: PI4K2A (human) kinase inhibition; Q9BTU6; purified PI4K2A, ADP-Glo luminescence, 1 h; active compounds read low; activity change, negative = inhibition, % at 76.9 µM; 420,000 compounds, 0.13% hits; in the data active means activity change below about -50%; inconclusive means mostly about -30% to -49%;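 further: -100% = wells without enzyme as full effect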
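Compounds are screened against recombinant PI4K2A using PI as substrate and ATP, the latter dispensed at 300 microM. Reactions run one hour at ambient temperature before ADP-Glo detection; full inhibition defined by wells lacking enzyme.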
USP1-UAF1 inh: blocks the human USP1/UAF1 deubiquitinase complex | O94782 | recombinant USP1/UAF1, Ub-Rhodamine cleavage fluorescence | Potency, µM (top dose mostly 57.1 µM), for the others: at the top dose activity change, negative = inhibition, hits mostly inhibitors | 390,000 compounds, 0.23% hits | AID 743255; further: potency means the concentration at half of the fitted maximal effect; on the % scale 0 is the no-effect control and ±100 the full control effect; nearly all actives have a fitted effect of over 60% in size; inactives centre near -12
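1 nM enzyme complex + cpd, 15 min RT; start with Ub-Rho 150nM final; kinetic fluorescence ex 480/em 540, 6 reads q60 s. Buffer 50mM HEPES pH 7.8, 0.5mM EDTA, 0.1 mg/ml BSA, 1mM TCEP, 0.01% Tween-20.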
TrxR1 substrate: is turned over as a substrate by rat TrxR1; purified TrxR1 substrate turnover, NADPH consumption readout; Potency, µM (series often up to 114 µM), without a hit: top-dose activity change, negative = substrate turnover; 390,000 compounds, 0.01% hits; AID 588456; further: potency means the concentration at half of the fitted maximal effect; on the % scale 0 is the no-effect control and ±100 the full control effect; nearly all actives have a fitted effect of over 50% in size
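Rat TrxR1, dispensed at 90 nM, was prereduced with 400 uM NADPH (final) for 5 min at ~22 deg C, then incubated with compound 15 min before 400 uM selenite. A first-read NADPH fluorescence drop versus no-compound background flagged substrates.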
PGK inhibitor: T. brucei PGK inhibition; P07378; PGK/GAPDH coupled, Kinase-Glo luminescence, 60 min; 380,000 compounds, 0.043% hits; AID 602233; Potency, µM (highest dose often 57.5 µM), without a hit: at the highest dose activity change, negative = inhibition, actives largely listed as inhibitors; further: potency means the concentration at half of the fitted maximal effect; on the % scale 0 is the no-effect control and ±100 the full control effect; nearly all actives have a fitted effect of over 60% in size
Target sequence (P07378 whole entry, looked up): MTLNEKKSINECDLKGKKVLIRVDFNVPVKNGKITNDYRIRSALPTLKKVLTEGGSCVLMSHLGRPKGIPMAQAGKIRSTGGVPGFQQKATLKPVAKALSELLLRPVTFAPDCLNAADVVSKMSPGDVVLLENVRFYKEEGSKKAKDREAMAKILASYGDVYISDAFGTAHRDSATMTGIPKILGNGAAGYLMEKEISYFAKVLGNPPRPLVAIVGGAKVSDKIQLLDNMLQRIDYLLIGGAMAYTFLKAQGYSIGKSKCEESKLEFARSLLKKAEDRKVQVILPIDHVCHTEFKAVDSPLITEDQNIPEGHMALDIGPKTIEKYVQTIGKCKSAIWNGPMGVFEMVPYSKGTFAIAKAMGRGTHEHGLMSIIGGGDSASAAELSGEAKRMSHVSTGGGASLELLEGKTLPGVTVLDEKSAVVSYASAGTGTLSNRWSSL
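Recombinant glycosomal PGK reaction used 1,3-bisphosphoglycerate generated in-well by GAPDH (100nM final) in 100mM TEA pH 7.6, 5mM MgCl2, 0.01% Tween-20. After 60 minutes at room temperature, ATP was read by Kinase-Glo Plus luminescence end-point.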
GLS inhibitor: inhibitors of human glutaminase (GLS); 410,000 compounds, 0.21% hits; Potency, µM (series often up to 45.5 µM), without a hit: at the highest dose activity change, negative = inhibition, hits mostly inhibitors; GLS enzymatic activity, qHTS titration; AID 624170; O94925; further: potency means the concentration at half of the fitted maximal effect; on the % scale 0 is the no-effect control and ±100 the full control effect
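hKGA in 45 mM KH2PO4 (pH 8.2), 0.02% Tween-20 with compound, then 1mM L-Glutamine (stock as added) plus glutamate oxidase/HRP/Amplex red coupling mix. Fluorescence read initially and after 30 min at RT; signal change reflects glutamate formation.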
An asterisk follows results filed as active; i = inactive; ? = inconclusive; · = not tested or not shown; & = joins results of further samples; [ ] = dose if it differs, or a comment. Unless noted, the call rests on the fitted dose curve; in most records, active means well fitted curve in the direction sought with a large enough effect; inconclusive means small, poorly fitted or top-dose-only effect, or another doubt; inactive means no such curve, though single readings can be large; an effect the other way counts as inactive or inconclusive. This is a subset; count on the stated rates, not on these rows.

SMILES	IDH1 R132H inh	HP1b binding inh	Pin1 inh	TrxR1 substrate	USP1-UAF1 inh	PGK inhibitor	GLS inhibitor	TrxR1 inh	PI4K2A block
Cc1cc(C)cc(N(CCC(=O)Nc2nnc(C)s2)S(=O)(=O)c2ccc(Cl)cc2)c1	-2%	11%	-7%	-10%	-12%	-10%	6%	-9%	0
Cc1ccc(S(=O)(=O)N2CCc3cc(C(=O)Nc4ccc(Cl)cc4C)ccc32)cc1	-15%	18%	-4%	4%	-37%	1%	0%	33%	1
CCN(C(=O)CSc1nc2n[nH]c(C)c2c(=N)n1-c1cccc(OC)c1)c1cccc(C)c1	3%	29%	12%	8%[57.1 µM]	-5%	2%	7%	13%[57.1 µM]	0
Cc1nn2c(=O)cc(CSCC(=O)Nc3ccccc3F)nc2s1	-1%	22%[57 µM]	1%	-1%	-12%	i	-5%	21%	-10
COc1cccc(C(=O)Nc2cc(S(=O)(=O)N3CCCCC3)ccc2OC)c1	-10%	23%	4%	-4%	-16%	4%	9%	23%	1
O=C(Cc1ccc(Cl)cc1)NCCS(=O)c1ccc(Cl)cc1 (centres undefined)	3%	38%	1%	5%[57.1 µM]	-16%	4%	0%	15%	-8
CC1Cc2ccccc2N1C(=O)COC(=O)c1ccc(O)cc1 (centres undefined)	-1%	37%	1%	-4%	-15%	-2%	2%	-1%	-1
CCOC(=O)CSCc1nc(-c2ccc(Cl)cc2)oc1C	0%	68%[activator]	-10%	3%	-16%	-3%	2%	6%	-1
O=C(Oc1cccc2cccnc12)c1ccc(Br)o1	1%	29%	2%	9%[57.1 µM]	-11%	-4%	2%	17%[57.1 µM]	1
COc1ccc(-c2cc(C(=O)NCCc3ccc(S(N)(=O)=O)cc3)c3ccccc3n2)cc1	1%	1%	11%	20%[57.1 µM]	-31%	-8%	-4%	27%[57.1 µM]	-6
CCOc1cc(/C=N\NC(=O)Cn2nc([N+](=O)[O-])cc2C)ccc1OCc1cccc2ccccc12	3%	19%	-3%	-9%	-4%	-3%	1%	-1%	-3
CCOc1ccccc1CNC(=O)c1ccc2c(c1)nc1n2CCCCC1	-6%	34%[57 µM]	-4%	2%[57.1 µM]	5%	-6%	-5%	10%[57.1 µM]	-3
Cc1ccc(NC(=O)C(C)Sc2nc(=O)cc(N)n2-c2ccccc2)cc1 (centres undefined)	43%&-1%[activator]	26%&10%	1%&5%	2%&2%	-9%&-8%	11%&-5%	-1%&1%	8%&10%	-4&-2
O=C(CSc1ccccn1)c1ccc(F)cc1	0%	1%	-3%	0%	-15%	·	6%	-20%	-2
CCNNC(=O)C(O)(Cc1ccccc1)Cc1ccccc1	0%	29%	0%	0%	-22%	-5%	20%	3%	-2
O=C(Nc1ccc([N+](=O)[O-])cc1Br)c1cc2ccccc2nc1Cl	1%	19%	-9%	0%	-15%	-3%	-4%	20%	2
O=C(NCc1cccnc1)c1ccc(NS(=O)(=O)c2cccc([N+](=O)[O-])c2)cc1	1%	21%	-12%	3%[11.4 µM]	-11%	-7%	-11%	7%[11.4 µM]	-1
CCCCCn1c(=O)[nH]c2cc(C(=O)N3CCN(Cc4ccc5c(c4)OCO5)CC3)ccc2c1=O	2%	45%[activator]	-1%	11%[57.1 µM]	-8%	-11%	-9%	3%[57.1 µM]	1
COc1ccc(S(=O)(=O)N2CCOCC2)cc1NC(=O)c1ccncc1	-9%	48%[activator]	-6%	5%	-16%	7%	0%	17%	2
CC(C)c1ccc(NC(=O)CSc2nc(=O)n(Cc3ccccn3)c3c2CCC3)cc1	14%	55%	-1%	11%[57.1 µM]	-25%	-1%	2%	18%[57.1 µM]	-3

Next results follow.
SMILES	IDH1 R132H inh	HP1b binding inh	Pin1 inh	TrxR1 substrate	USP1-UAF1 inh	PGK inhibitor	GLS inhibitor	TrxR1 inh	PI4K2A block
COc1ccc(N2CCN(C(=O)C(=O)c3cn(CC(=O)N4CCCC4)c4ccccc34)CC2)cc1	4%	·	·	·	-15%	7%	36%[activator]	·	8
CC(C)(C)c1ccc(-c2nc(SCC(=O)Nc3ccc(Cl)cc3)[nH]c(=O)c2C#N)cc1	-11%	24%	·	3%	-22%	-12%	6%	15%	1
COc1ccc(C2NC(Cc3ccccc3)(C(=O)O)C3C(=O)N(c4ccccc4OC)C(=O)C23)cc1 (centres undefined)	-10%	17%	0%	7%	-17%	4%	4%	56µM*	4
Cc1nnn(C23CC4CC(CC(CC(=O)Nc5ccc(C)c(C)c5)(C4)C2)C3)n1	5%	22%	6%	-4%	0%	-5%	11%	12%	1
Cc1cc(C)c(NC(=O)Cn2nnc(C(=O)Nc3ccc(F)cc3F)c2N)c(C)c1	-9%&-6%	29%&4%	1%&-1%	0%&9%	?	0%&-9%	-5%&-3%	-1%&30%	1&-3
CC(C)C(=O)N1CCN(c2ccccc2NC(=S)NC(=O)Cc2ccccc2)CC1	4%	40%[activator]	7%	-6%	-20%	0%	12%	-11%	1
O=C(CCc1nnc2n(Cc3ccc(F)cc3)c(=O)c3ccccc3n12)NCCCN1CCOCC1	0%	21%	-7%	9%	-18%	-2%	-5%	11%	-4
O=C(CCn1c(=O)c2cccn2c2ccc(F)cc21)NCc1ccccc1F	-8%	35%	3%	2%	15%	-1%	6%	2%	0
Cc1ccc(S(=O)(=O)N2CC=C(c3c(C)n(C)c4ccccc34)CC2)cc1	-4%	?	?	12%	-14%	5%	-9%	2%	-6
Cc1ccc(S(=O)(=O)N(C)C)cc1NC(=O)CCNC(=O)c1ccccc1Cl	3%	10%	0%	-5%	-7%	-5%	4%	-5%	-2
CC1(C)CC2CC(C)(CN2C(=O)COC(=O)c2n[nH]c(=O)c3ccccc23)C1 (centres undefined)	0%	33%	-9%	5%	-11%	-11%	-2%	9%	-9
O=C(CSc1cc(Cl)ccc1Cl)NCC1CCCO1 (centres undefined)	0%	30%	-4%	3%	-20%	7%	-1%	15%	3
Cc1c(C(=O)N2CCC(C)CC2)c(S(=O)(=O)NCc2ccc(Cl)cc2)c(C)n1C	18%	18%	2%	4%[57.1 µM]	-12%	-9%	9%	11%[57.1 µM]	5
COc1ccc(CNC(=O)CSc2ncc3c(n2)-c2cc(Cl)ccc2N(C)S3(=O)=O)cc1	-17%	12%	15%	5%[57.1 µM]	-9%	i	-4%	19%[57.1 µM]	-1
CN(C(=O)CSc1nc2ccccc2n1Cc1cccc(C(F)(F)F)c1)c1ccccc1	-15%	3%	2%	-1%[57.1 µM]	-16%	i	-14%	17%[57.1 µM]	4
CCN1CCN(c2cc(C)c3cc(NC(=O)c4cc(OC)cc(OC)c4)ccc3n2)CC1	-1%&0%	16%&-5%	-7%&4%	3%[57.1 µM]	?	0%&-7%	21%&1%	16%[57.1 µM]	1&-3
CC(C)OC(=O)c1c(F)c(F)c(N2CCOCC2)c(F)c1F	6%	87%[activator]	2%	-7%	0%	1%	4%	15%	-4
Cc1ccc(-n2nc3c(c2NC(=O)c2ccc(S(=O)(=O)N4CCOCC4)cc2)CSC3)c(C)c1	0%	1%	29%	4%	-11%	-3%[11.5 µM]	37%[activator]	-5%	-8
O=C(c1sc2cc([N+](=O)[O-])ccc2c1Cl)N1CCCCC1	-1%	?	0%	5%[57.1 µM]	-9%	i	3%	2%[57.1 µM]	-1
ON(Cc1c(F)cccc1Cl)Cc1c(F)cccc1Cl	-4%	23%	0%	-7%	-8%	-1%	16%	13%	5

(cont.)
SMILES	IDH1 R132H inh	HP1b binding inh	Pin1 inh	TrxR1 substrate	USP1-UAF1 inh	PGK inhibitor	GLS inhibitor	TrxR1 inh	PI4K2A block
COCc1nnc(NC(=O)C2CC(=O)N(c3ccc(C)c(Cl)c3)C2)s1 (centres undefined)	1%	-8%	0%	4%	-16%	-2%	-11%	16%	-1
COc1ccc(C)cc1NC(=O)c1ccc2c(c1)nnn2C1CCCC1	0%	37%	8%	-5%[57.1 µM]	-10%	2%	5%	5%[57.1 µM]	-2
O=C(COC(=O)C1CCCCC1)Nc1ccc(S(=O)(=O)N2CCOCC2)cc1	-1%	26%	3%	-8%	-2%	4%	-4%	-9%	3
Nc1nc(SCc2ccc(Br)cc2)[nH]c(=O)c1-c1ccccc1	2%	12%	0%	8%	-7%	-4%	7%	23%	-2
CCOC(=O)c1ccc(N2C(=O)CC(N(C)CCc3ccc(OC)c(OC)c3)C2=O)cc1 (centres undefined)	3%	40%[activator]	2%	1%	-1%	6%	13%	-20%	-1
COc1cc(OC)c(C2SCCCS2)cc1OC	3%	-11%	0%	-15%	-11%	6%	-9%	-7%	0
